# miR-122 sensor – miR-122 inhibition in Huh7 cells; Huh7 miR-122 Renilla luciferase sensor, 48 h; neutral wells = 0, positive control = 100; activation (reporter increase), % at 12.5 µM; 340,000 compounds, 0.3% hits;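 active = mean replicate activation score at least 90 and every replicate individually at or above 90; inconclusive = only one of the two criteria met; inactive = neither criterion met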;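 also: higher luciferase means less miR-122 activity so hits act as miR-122 inhibitors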
# ARNT-TACC3 inh – disrupts binding between human ARNT and TACC3; Q9Y6A5; AlphaScreen His-ARNT PAS-B/GST-TACC3 binding, luminescence; TACC3 fragment carries E629A point mutation; inhibition, % at 9.99 µM; 390,000 compounds, 0.66% hits; AID 623870;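 active = mean inhibition of replicates at least 50% and at least half of replicates each reaching 50%; inconclusive = half or more replicates reach 50% but mean below 50%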;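 also: 0% = complete ARNT plus TACC3 wells and 100% = ARNT alone without TACC3; many hits fall short of the cut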
# C2C12 statin – protects C2C12 myotubes from simvastatin toxicity. 330,000 compounds, 0.78% hits. ATP luminescence, 48 h; scaled: DMSO 0, geranylgeraniol control 100. rescue of ATP level, % at 7.49 µM. AID 602340;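 active = mean ATP rescue above about 67%, or every replicate alone reaching that limit, limit read from the data, passing the limit was not always enough; inconclusive = no clear call, values can overlap the other calls; inactive = mean under the limit and some replicate under it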;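 also: myotubes were challenged with 10 µM simvastatin during compound exposure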
# esBAF inh – inhibitors of esBAF chromatin remodeling in mouse ES cells | reporter increase, % at 12.5 µM | 350,000 compounds, 2% hits | Bmi1-luciferase knock-in reporter, 24 h; 100% = twice the neutral-well signal; in the data active = activation above about 40%; inconclusive = no clear call, values can overlap the other calls;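 also: 0% = median of the plate's neutral control wells and 100% = double that signal; a rise in the Bmi1 reporter signal indicates esBAF inhibition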
# Cneo AK release – causes C. neoformans cell lysis | adenylate kinase release luminescence, 4 h; normalised: neutral wells 0, clomiphene wells 100 | 360,000 compounds, 0.2% hits | lysis activity, % at 15 µM;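 active = mean lysis activity across replicates of at least 80%, whatever share of replicates individually reach that level; inactive = mean lysis activity below 80%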
#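 Assay system: Cryptococcus neoformans yeast cells / Dosing: single-point compound dose / Timing: 4 h at 37 °C static, read 1 h later / Measured by: luminescence of released adenylate kinase using an AK detection reagent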
# SIRT5 block – inhibitors of human sirtuin-5 desuccinylase; 330,000 compounds, 1.1% hits; Q9NXA8; Purified SirT5, succinyl-peptide AMC, trypsin-coupled fluorescence; AID 652115; inhibition, % at 15 µM; in the data active = inhibition above about 15%; inconclusive = no clear call, values can overlap the other calls
# Target sequence (Q9NXA8 whole entry, looked up): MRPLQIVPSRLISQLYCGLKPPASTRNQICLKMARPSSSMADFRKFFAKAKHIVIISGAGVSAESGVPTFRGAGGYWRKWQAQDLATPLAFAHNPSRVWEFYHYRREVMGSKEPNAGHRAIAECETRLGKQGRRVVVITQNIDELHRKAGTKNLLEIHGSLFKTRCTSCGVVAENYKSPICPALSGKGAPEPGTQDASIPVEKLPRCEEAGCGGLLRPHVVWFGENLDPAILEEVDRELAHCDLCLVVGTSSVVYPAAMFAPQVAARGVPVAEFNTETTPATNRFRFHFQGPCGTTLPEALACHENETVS
# ERp5 block – inhibitors of human ERp5; ERp5 insulin aggregation, absorbance 650 nm, 90 min; AID 651711; 350,000 compounds, 0.05% hits; Q15084; inhibition, % at 9.99 µM;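 active = mean replicate inhibition above about 25%, with every replicate also reaching it, limit read from the data, passing the limit was not always enough; inconclusive = only one of those two criteria met; inactive = neither criterion met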
# Target sequence (Q15084 whole entry, looked up): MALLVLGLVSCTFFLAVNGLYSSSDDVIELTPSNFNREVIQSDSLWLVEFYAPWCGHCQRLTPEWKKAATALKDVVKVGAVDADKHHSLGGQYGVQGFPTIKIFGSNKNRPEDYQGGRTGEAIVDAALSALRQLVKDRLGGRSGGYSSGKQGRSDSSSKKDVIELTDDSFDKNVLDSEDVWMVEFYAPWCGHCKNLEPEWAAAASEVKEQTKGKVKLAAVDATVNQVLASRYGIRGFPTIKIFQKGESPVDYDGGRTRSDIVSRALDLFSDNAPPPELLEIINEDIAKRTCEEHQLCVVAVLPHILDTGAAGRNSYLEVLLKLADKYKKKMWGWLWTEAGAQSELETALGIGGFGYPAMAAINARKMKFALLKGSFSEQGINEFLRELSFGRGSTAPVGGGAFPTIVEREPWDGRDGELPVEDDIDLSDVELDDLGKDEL
# An asterisk follows results filed as active; ? = inconclusive; nt = not tested or not shown; & = joins results of further samples; [ ] = another dose, or the depositor's remark.
# Sample of the layout (5 entries):
SMILES,miR-122 sensor,ARNT-TACC3 inh,C2C12 statin,esBAF inh,Cneo AK release,SIRT5 block,ERp5 block
CCc1ccc(N(C(=O)C(F)(F)F)C(C(=O)NC2CCCCC2)c2ccncc2)cc1 (stereo not drawn),-3,2,4,-12,0,nt,nt
COc1ccc(-c2nc3c(C)cc(Br)cn3c2Cc2ccccc2)cc1OC,-1,nt,15,-13,1,-3,0
Nc1ccc(N2CCN(c3ccc(Cl)c(Cl)c3)CC2)cc1,nt,-7,nt,nt,nt,-8,4
CCCCC(=O)Nc1cc(NC(=O)CCCC)cc(C(=O)O)c1,0,2,3,6,0,nt,nt
O=C(C[C@@H]1CC[C@@H]2[C@H](COC[C@H](O)CN2C(=O)Nc2ccc(Cl)c(Cl)c2)O1)NCc1ccccc1,-10[16.7 µM],-4,-1,2,-5,-1,1

# All compounds of this part (from the top)
SMILES,miR-122 sensor,ARNT-TACC3 inh,C2C12 statin,esBAF inh,Cneo AK release,SIRT5 block,ERp5 block
CCc1ccc(N(C(=O)C(F)(F)F)C(C(=O)NC2CCCCC2)c2ccncc2)cc1 (stereo not drawn),-3,2,4,-12,0,nt,nt
COc1ccc(-c2nc3c(C)cc(Br)cn3c2Cc2ccccc2)cc1OC,-1,nt,15,-13,1,-3,0
Nc1ccc(N2CCN(c3ccc(Cl)c(Cl)c3)CC2)cc1,nt,-7,nt,nt,nt,-8,4
CCCCC(=O)Nc1cc(NC(=O)CCCC)cc(C(=O)O)c1,0,2,3,6,0,nt,nt
O=C(C[C@@H]1CC[C@@H]2[C@H](COC[C@H](O)CN2C(=O)Nc2ccc(Cl)c(Cl)c2)O1)NCc1ccccc1,-10[16.7 µM],-4,-1,2,-5,-1,1
Cc1ccc(S(=O)(=O)N(C)C[C@H]2OCCCC[C@H](C)Oc3ccc(NC(=O)Nc4c(C)noc4C)cc3C(=O)N([C@H](C)CO)C[C@@H]2C)cc1,-3[16.7 µM],2,nt,3,0,3,22
CCc1cc(C(=O)Cc2ccc(F)cc2)c(O)cc1O,-5,2,3,-3,-2,3,-6
CCOC(=O)C1(CC2CCCCO2)CCN(Cc2nccn2-c2ccc(OC)cc2)CC1 (stereo not drawn),nt,-1,nt,nt,nt,-3,-3
CN(CC(=O)NC1CCCCC1)S(=O)(=O)c1ccc(Cl)cc1,13,-2,nt,1,1,nt,nt
CCN(CC)S(=O)(=O)c1cc(OC)c(Cl)cc1OC,nt,-2,nt,nt,nt,-2,-6
COc1ccc(OCC(=O)Nc2ccccc2-c2ccccc2)cc1,5,-6,nt,nt,nt,-5,4
C[C@H](CO)N1C[C@H](C)[C@@H](CN(C)C(=O)Cc2ccccc2)Oc2ncc(C#CCN(C)C)cc2C1=O,47[16.7 µM],-7,4,3,-6,2,1
CCC1c2ccc(C)n2CCN1C(=O)Nc1cc(Cl)ccc1OC (stereo not drawn),5,-1,1,11,2,nt,nt
COc1cccc(Nc2nnc(SCC(=O)N3CCOCC3)s2)c1,3,21,-12,?,-1,nt,nt
CCCC#Cc1cnc2c(c1)C(=O)N([C@@H](C)CO)C[C@H](C)[C@@H](CN(C)C(=O)Nc1c(C)noc1C)O2,1[16.7 µM],-7,-1,-2,0,0,1
Cc1c(C(=O)O)sc2nc(C)n(C)c(=O)c12,1,-3,-1,-8,1,nt,nt
CCCC(=O)Nc1c(C)n[nH]c1C,-14,-8,1,-6,-2,nt,nt
O=C(Nc1nnc(-c2ccccc2)s1)c1ccccc1O,-5,-4,-24,67*,2,-4,4
CNc1ccccc1C(C)(C)c1cn(-c2ccc([N+](=O)[O-])cc2)nn1,nt,-5,22,-1,0,4,4
COC(=O)C1=C(C)NC2=C(C(=O)CC(C)(C)C2)C1c1cn(Cc2ccc(Br)cc2)nc1-c1ccccc1 (stereo not drawn),8,-5,-27,8,6,nt,nt
CN(C)C(=O)c1cccc(-c2ccc3c(c2)[C@H]2[C@H](CCN2C(=O)C2CC2)[C@@H](CO)N3)c1,-7[16.7 µM],13,-15,-6,24,6,-2
C[C@H](CO)N1C[C@H](C)[C@@H](CN(C)C(=O)Nc2ccc(C(F)(F)F)cc2)Oc2c(NS(=O)(=O)c3ccccc3)cccc2C1=O,84,-1,-3,7,3,4&0,-4&-1
CCC(C)(C)n1nnnc1C(C(C)C)N(Cc1cccnc1)Cc1ccco1 (stereo not drawn),-3,-2,22,-10,4,-7,1
CCN1C[C@@H]2[C@@H]3C(=O)N(Cc4ccccc4)C(=O)[C@@H]3[C@](C)(C(=O)OC)N2C1=NC1CCCCC1,0,-3,-2,-6,-2,-1,3
CNC(=O)C[C@@H]1CC[C@@H]2[C@@H](COc3ccc(NS(=O)(=O)c4ccccc4C)cc3C(=O)N2C)O1,7[16.7 µM],3,3,-3,8,-5,0
CCN(CC)S(=O)(=O)c1ccc(Cl)c(NC(=O)c2ccc(C#N)cc2)c1,3,-6,nt,nt,1,nt,nt
Cc1c(CCNC=O)cc(C)c2c3c(oc12)CCCC3,8,-2,5,?,nt,-2,1
CCC(C)NC(=O)c1ccccc1NC(=O)c1ccc(CSc2ccc(C)cc2)cc1 (stereo not drawn),2,1,-2,-6,2,-2,3
CCOc1ncccc1C(=O)OC(C)C(=O)Nc1ccc(Cl)cn1 (stereo not drawn),-7,-3,9,0,-3,-3,-2
CC(C)CCn1c(=O)c2ccccc2n2c(CN3C(=O)NC4(CCC(C)CC4)C3=O)nnc12 (stereo not drawn),-9,9,93*,-5,-2,nt,nt
O=C(NCC1CCCO1)C1CCN(S(=O)(=O)c2cccc3nonc23)CC1 (stereo not drawn),-3,-3,-16,-2,3,nt,nt
Cc1noc(C)c1S(=O)(=O)Nc1ccc(C(=O)N2CCN(c3ccc(Cl)cc3)CC2)cc1,-3,nt,nt,nt,-1,6,-5
CCCCN(CCCC)c1ncnc2nc[nH]c12,nt,3,nt,nt,nt,-1,-4
COc1ccc(C(=O)N/N=C\c2coc3ccccc3c2=O)cc1,7,-8,-1,-1,2,-8,-6
COCCN1CC(=O)N2C(c3cccc(C)c3)c3[nH]c4ccccc4c3C[C@H]2C1=O (stereo partly drawn),nt,-1,nt,nt,nt,-2,-2
CC(=O)Nc1cccc(NC(=O)CSc2ccc(-c3ccco3)nn2)c1,-8,3,1,8,-1,-4,0
CC(=O)c1ccc(NC(=S)N2CCN(c3cccc(Cl)c3)CC2)cc1,4,-17,21,4,-3,-2,2
Cc1cc(-c2nnc(SCc3cccnc3)o2)no1,-4,1,3,?,-4,nt,nt
COc1ccccc1N1CCN(C(=O)CSc2nc(C)cc(=O)[nH]2)CC1,-1,-5,13,-3,-2,-2,4
COC(=O)c1ccc(C2C(C(C)=O)=C(O)C(=O)N2CCO)cc1 (stereo not drawn),-3,4,18,-3,-1,nt,nt
C[C@@H]1CN([C@H](C)CO)C(=O)c2cc(NC(=O)Nc3ccc(F)cc3)ccc2O[C@@H]1CN(C)Cc1ccc2c(c1)OCO2,5[16.7 µM],-1,-3,1,2,4,-1
CC(C)C[C@@H](C(=O)NCC1CCCO1)N1C(=O)N2CCc3c([nH]c4ccccc34)[C@@]2(C)C1=O (stereo partly drawn),1,14,0,9,-1,1,-4
COc1ccccc1NC(C)=[N+](C)CCNS(=O)(=O)c1ccc(Cl)cc1,4,-1,-4,0,0,4,3
CCOc1cc(C(=O)N2CCOCC2)ccc1OCc1ccccc1,4,-3,-13,1,1,nt,nt
COc1ccc(OC)c(NC(=O)COC(=O)CN2C(=O)NC3(CCCC3)C2=O)c1,nt,nt,1,2,nt,-5,3
Cc1nc([N+](=O)[O-])cn1CC(=O)c1ccc(OC(F)(F)F)cc1,-8,-6,6,-7,-1,nt,nt
CN(C)c1ccc2c(c1)[C@H]1C[C@H](CC(=O)NCc3cccc(F)c3)O[C@@H](CO)[C@H]1O2,7[16.7 µM],23,0,1,-5,0,5
COc1ccc(NC(C)=O)cc1NC(C)c1nc2sc(C)c(C)c2c(=O)[nH]1 (stereo not drawn),nt,3,nt,nt,nt,-5,1
CO[C@H]1CN(C)C(=O)c2cc(NC(=O)c3ccc(F)cc3)ccc2OC[C@@H](C)N(C(=O)CC2CC2)C[C@H]1C,-15[16.7 µM],nt,1,-2,nt,nt,nt
Cc1ccc(C(=O)N=c2sccn2C)cc1S(=O)(=O)N1CCOCC1,nt,7,-5,63*,1,-2,-6
# Additional records follow:
SMILES,miR-122 sensor,ARNT-TACC3 inh,C2C12 statin,esBAF inh,Cneo AK release,SIRT5 block,ERp5 block
CO[C@H]1CN(C)C(=O)c2ccc(NS(C)(=O)=O)cc2OC[C@H](C)NC[C@H]1C,2[16.7 µM],-4,-9,-1,0,-1,-1
COCC(=O)N1[C@@H]2c3ccc(/C=C/c4ccccc4)c(=O)n3C[C@H]1[C@H](CO)[C@H]2C(=O)N1CCCCC1,0[16.7 µM],-8,-1,0,5,-111,5
O=c1c2c([nH]c3ccccc13)CCCCCC2,-1,-17,-4,-5,0,nt,nt
O=C(COc1ccccc1[N+](=O)[O-])Nc1cccc(S(=O)(=O)N2CCCC2)c1,-1,-1,1,9,-1,nt,-2
CC(C)(CO)NC(=O)c1ccc2c(c1)C(=O)c1ccccc1-2,-1,-1,-19,?,-1,0,2
CC1(C)Cc2ccccc2C(=NC(Cc2ccccc2)C(=O)O)N1 (stereo not drawn),-4,-13,-7,-2,1,4,2
O=C(c1ccc(Cl)c(S(=O)(=O)N2CCOCC2)c1)N1CCCCCC1,nt,-7,3,-1,-1,4,1
CCN(CC(=O)Nc1ccc(NC(C)=O)cc1)C(=O)/C=C/c1ccccc1,-9,1,1,nt,0,-1,3
Cc1ccc2nc(-c3sc4nc(C)ccc4c3N)[nH]c2c1,-4,-17,-2,-22,-12,nt,nt
O=C(CSc1nnnn1-c1cccc2ccccc12)Nc1ccc(C(=O)O)cc1,0,-6,-4,6,0,-2,1
COC(=O)CC(=O)N1CCN(c2ccc(Cl)c(Cl)c2)CC1,nt,-7,nt,nt,nt,-3,-2
O=C(O)COc1ccc(S(=O)(=O)NCCc2ccccc2)cc1,nt,nt,-2,-7,-1,nt,-1
CCOC(=O)C1=C(C)NC(=S)NC1/C=C/c1ccccc1 (stereo not drawn),-1,-12,nt,nt,4,nt,nt
C/C(CC(=O)c1ccccc1)=N\NC(=O)CC#N,2,-1,nt,nt,nt,-3,6
COc1cccc(-c2cccc(-c3nc(C(=O)NCc4ccc(Oc5ccccc5)cc4)cc4c3[C@H](CCO)N(S(=O)C(C)(C)C)C4)c2)c1 (stereo partly drawn),-9,nt,-2,-9,0,nt,13
O=C(N/N=C/c1coc2ccccc2c1=O)c1cc(O)cc(O)c1,nt,6,nt,nt,nt,-1,-4
O=C(CN1CCCCC1)Nc1cc(Cl)ccc1Cl,-1,23,-4,2,2,nt,nt
Cc1nonc1C(=O)N/N=C/c1ccc(O)c(O)c1,-5,-1,nt,nt,0,nt,nt
C[C@@H]1CN([C@@H](C)CO)C(=O)c2c(c3ccccc3n2C)-c2ccccc2CO[C@H]1CN(C)C(=O)Nc1ccccc1,nt,12,nt,4,-1,4,-1
CCN(CC)CCCn1c(=S)[nH]c2ncccc2c1=O,-3,-3,-9,9,0,nt,nt
COC(=O)c1ccccc1NC(=O)c1ccccc1N(C)S(C)(=O)=O,5,4,nt,2,-1,nt,nt
O=C(CCSc1ccc(F)cc1)NNC(=O)c1ccccc1Cl,-4,1,4,-5,2,1,-2
CC(=O)Nc1c(Cl)cc2c(c1Cl)Cc1cc(N)ccc1-2,5,nt,11,2,1,-1,1
CC(C)NC(=O)N(C)C[C@@H]1Oc2cc(-c3cncnc3)ccc2S(=O)(=O)N([C@@H](C)CO)C[C@@H]1C,-2[16.7 µM],1,4,-1,0,-1,3
CCCn1ncc(CN2CCC(n3nccc3NC(=O)CCc3ccccc3)CC2)c1C,-5,4,6,-2,2,1,7
CO[C@H]1CN(C)C(=O)c2cc(NC(=O)Nc3ccccc3F)ccc2OC[C@H](C)N(CC2CC2)C[C@H]1C,nt,-9,-8,0,5,3,-2

# Bioassay records from PubChem BioAssay.
